RXFP1 ag = RXFP1 (human) receptor agonism | HEK293T-RXFP1 cAMP TR-FRET, 30 min; response scale: percent of porcine relaxin response, buffer zero | Potency, µM (top dose mostly 57.5 µM), for the others: at the top dose activation, actives largely listed as activators | actives 0.3% (n = 370,000); note: potency is the fitted concentration of half-maximal effect; % is set by controls: 0 for no effect and ±100 for the full control effect; nearly all actives have a fitted effect of over 60% in size; many of its hits are not listed in these tables
Target sequence (Q9HBX9 whole entry, looked up): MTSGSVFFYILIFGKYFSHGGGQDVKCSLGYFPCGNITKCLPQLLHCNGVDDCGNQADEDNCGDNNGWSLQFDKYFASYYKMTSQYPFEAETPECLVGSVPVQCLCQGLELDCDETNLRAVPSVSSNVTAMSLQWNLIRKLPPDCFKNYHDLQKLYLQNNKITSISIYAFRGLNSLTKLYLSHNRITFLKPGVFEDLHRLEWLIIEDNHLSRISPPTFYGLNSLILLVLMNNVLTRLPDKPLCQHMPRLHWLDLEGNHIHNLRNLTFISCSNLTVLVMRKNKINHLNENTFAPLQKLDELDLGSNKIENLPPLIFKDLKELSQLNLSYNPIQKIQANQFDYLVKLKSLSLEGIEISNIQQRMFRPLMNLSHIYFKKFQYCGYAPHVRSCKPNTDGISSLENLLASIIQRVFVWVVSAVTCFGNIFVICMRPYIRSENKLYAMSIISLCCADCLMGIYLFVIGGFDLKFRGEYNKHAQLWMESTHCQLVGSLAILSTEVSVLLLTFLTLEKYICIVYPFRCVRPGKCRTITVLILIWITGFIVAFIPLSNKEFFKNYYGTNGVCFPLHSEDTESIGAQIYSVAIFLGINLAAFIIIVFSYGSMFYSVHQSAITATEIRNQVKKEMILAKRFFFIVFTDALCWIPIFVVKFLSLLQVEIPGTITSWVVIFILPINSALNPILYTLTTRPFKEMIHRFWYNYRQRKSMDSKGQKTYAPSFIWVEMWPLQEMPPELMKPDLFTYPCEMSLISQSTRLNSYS
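HEK293T cells stably expressing RXFP1 were pretreated with the PDE4 inhibitor Ro 20174, exposed to compounds for 30 min at 37C, lysed, and cAMP was read by TR-FRET. Data normalized to buffer (basal) and 29 nM porcine relaxin (100%).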
D1 PAM = enhances dopamine response at the human D1 receptor | P21728 | HEK293 TREx D1 cells, calcium flux, dopamine EC20 potentiation | potentiation, % at 10 µM | actives 0.036% (n = 360,000); in the data active = potentiation above about 30%; note: 0% is about no effect
D1 ag = agonists of human D1 dopamine receptor | P21728 | HEK293 T-REx D1 cells, calcium flux, agonist mode | activation, % at 2 µM | actives 1% (n = 360,000) | AID 504660; in the data active = activation above about 30%; note: 0% is about no effect
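Inducible HEK293 T-REx D1 cells, force-coupled to calcium signalling, were plated at 4000 cells/well with tetracycline and held overnight at 30 C. After no-wash calcium dye loading, compound-evoked calcium rise over 180 s flagged agonists.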
Vif-APOBEC3F blk = Vif-A3F binding inhibition. HeLa A3F-eYFP + Vif (tagged APOBEC3F with the HIV-1 protein that degrades it), YFP fluorescence increase. Potency, µM (highest dose often 46.1 µM), for the others: at the highest dose activity, negative = active. actives 0.2% (n = 390,000); note: potency is the fitted concentration of half-maximal effect; % of control where 0% means no effect; nearly all actives have a fitted effect of over 65% in size
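Fluorescence increase (Ex 488/Em 500-530) after overnight compound treatment at 37 deg C flags inhibition of Vif-driven A3F-eYFP loss in stable HeLa A3F-eYFP/Vif cells seeded overnight beforehand.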
D2 PAM = positive allosteric modulators of human D2 dopamine receptor | P14416 | HEK293 T-REx D2, calcium flux, EC20 dopamine potentiation | potentiation, % at 10 µM | actives 0.34% (n = 340,000) | AID 485347;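 active = potentiation over 3 SD above the plate norm, cut at about 30% in these data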; note: 0% is about no effect
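Using a no-wash calcium dye in inducible, force-coupled HEK293 Trex cells expressing D2, we tracked fluorescence each second for 180 s after compound, then for 180 s after EC20 dopamine to detect augmented signalling.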
D1 antag = antagonists of human D1 dopamine receptor; P21728; HEK293 TREx D1 cells, calcium flux, dopamine EC80; hits give low values; activity change, negative = inhibition, % at 10 µM; actives 3.2% (n = 360,000); in the data active = activity change below about -30%; note: % is set by controls: 0 for no effect and ±100 for the full control effect
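Tetracycline-induced HEK293 T-REx cells with force-coupled D1 receptor were loaded with a no-wash calcium dye. Compound was added after a 10 s baseline and read kinetically for 180 s; EC80 dopamine was then added and calcium flux followed another 180 s.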
LDHA inh = blocks human lactate dehydrogenase A. P00338. purified LDHA, NADH/diaphorase-resazurin fluorescence; hits give low values. actives 0.15% (n = 480,000). AID 1347041. activity change, % (values are at about 110 or 230 µM); in the data active = activity change below about -30%; inconclusive = mostly about -25% to -30%;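 note: plate controls were DMSO wells for no effect and wells without enzyme for full effect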
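Human LDH5 at 2 nM final in Tris HCl pH 7.4 with 0.06 mM NADH and 0.2 mM pyruvate, reacted 5 minutes at room temperature. Remaining NADH coupled via diaphorase/resazurin; resorufin fluorescence read at 0 and 20 minutes, normalized to enzyme-free and DMSO wells.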
Glioma ERSR ind = inducers of ER stress response in human glioma cells. AID 602332. U87-MG GRP78 promoter luciferase reporter, 16 h. actives 0.02% (n = 420,000). Potency, µM, inactives show at the highest dose activation, hits mostly activators; note: potency is the fitted concentration of half-maximal effect; series mostly up to about 76 µM; % of control where 0% means no effect; nearly all actives have a fitted effect of over 35% in size
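ERSR induction read as luciferase luminescence (Bright-Glo, 10 min at room temperature) in stably transfected human U87-MG glioma cells exposed to compounds for 16 h, using GRP78 as sensor.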
Vif-A3G inh = Vif-A3G binding inhibition. HeLa A3G-eYFP + Vif (tagged APOBEC3G with the HIV-1 protein that degrades it), YFP fluorescence, overnight. Q9HC16. Potency, µM (top dose mostly 46.1 µM), inactives show top-dose activity, negative = active, hits mostly inhibitors. actives 0.076% (n = 410,000);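 note: potency is the fitted concentration of half-maximal effect; % is set by controls: 0 for no effect and ±100 for the full control effect; nearly all actives have a fitted effect of over 60% in size; hits raise eYFP signal because A3G escapes Vif-driven loss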
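HeLa cells stably expressing Vif and C-terminally eYFP-tagged A3G, seeded overnight at 37 deg C, then exposed to compound by pintool overnight at 37 deg C. Rise in yellow fluorescence (Ex 488/Em 500-530, Acumen) marks blocked Vif-driven A3G degradation.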
Active calls of the source: *; ? = inconclusive; . = not tested or not shown; & = joins results of further samples. Unless noted, calls come from the whole dose curve; as a rule, active = well fitted curve in the direction sought with a large enough effect; inconclusive = small, poorly fitted or top-dose-only effect, or another doubt; inactive = no such curve, though single readings can be large; an effect the other way counts as inactive or inconclusive. These rows are one share of the data, so the mix of outcomes need not match the whole.

no.	structure	RXFP1 ag	D1 PAM	D1 ag	Vif-APOBEC3F blk	D2 PAM
1	COc1ccc(C(=O)C2CCCN(Cc3cn[nH]c3-c3ccc(F)cc3)C2)cc1OC (stereo not given)	-0.4%	3	5	-7%	4
2	CC(C)(C)C1CCC(N2CCN(c3ccccc3)CC2)CC1 (stereo not given)	-0.6%	-5	-3	-6%	-35
3	COc1ccc(-n2nc(C(=O)NCC(=O)NCC3COc4ccccc4O3)c3ccccc3c2=O)cc1OC (stereo not given)	3.5%	2	5	15%	10
4	Cc1ccccc1Nc1nc(N)nc(COC(=O)c2cccn2C)n1	1.2%	-1	4	-5%	-3
5	Cc1ccc(S(=O)(=O)N2CCN(c3ccccc3)CC2)cc1C(N)=O	0.1%	0	1	3%	1
6	CCc1ccc(N2CCN(C(=O)c3ccc4c(c3)OCO4)CC2)cc1	0.3%	-5	3	1%	0
7	Cc1cccc([N+](=O)[O-])c1NC(=O)CSc1nnc2ccccn12	2.8%	-2	2	8%	5
8	COc1ccc(F)cc1NC(=O)C1CCN(c2nc(-c3ccc(OC)c(OC)c3)no2)CC1	2.0%	-1	5	1%	-14

no.	D1 antag	LDHA inh	Glioma ERSR ind	Vif-A3G inh
1	19	2	-6%	2%
2	-14	-9	-4%	2%
3	18	-1	-1%	-8%
4	0	2	-2%	-12%
5	0	-5	-4%	6%
6	4	-1	0%	1%
7	-8	-1	2%	-1%
8	-26	-7	1%	-10%

Results in Vif-A3G inh, for some of the entries so far:
| no. | mol | Vif-A3G inh |
| --- | --- | --- |
| 7 | Cc1cccc([N+](=O)[O-])c1NC(=O)CSc1nnc2ccccn12 | -1% |
| 8 | COc1ccc(F)cc1NC(=O)C1CCN(c2nc(-c3ccc(OC)c(OC)c3)no2)CC1 | -10% |

Going on with the list:
no.	structure	RXFP1 ag	D1 PAM	D1 ag	Vif-APOBEC3F blk	D2 PAM
9	COCCN1Cc2cccc(C(=O)Nc3ccc(Cl)cc3Cl)c2C1=O	2.1%	-2	6	0%	-4
10	CC(C)c1ccc(C(C(=O)NC2CCCC2)N(C(=O)c2csnn2)C2CC2)cc1 (stereo not given)	-0.7%	-6	1	-3%	-6
11	Cc1nc2c(-c3ccccc3)c(C)[nH]n2c(=O)c1Cl	2.6%	-4	1	0%	-9
12	Cc1cc(NC(=O)CSc2nnc(CNc3ccc(F)cc3)n2C2CCCCC2)no1	1.5%	-2	1	-2%	9
13	CC(=O)Nc1ccc(C(=O)NN2C(=O)NC3(CCCCC3)C2=O)cc1	0.1%	0	3	2%	-1
14	COc1ccc(NC(=O)C2CCCN2S(=O)(=O)c2ccc3c(c2)CC(C)N3C(C)=O)cc1OC (stereo not given)	0.2%	2	0	0%	-3
15	COc1ccc(NC(=O)c2sc(NC(=O)C3CC3)nc2C)cc1	10%	-5	0	-2%	-4
16	CN(C)c1ccc(N2CC(C)(C)C2=O)cc1	-3.4%	-1	4	10%	-5

no.	D1 antag	LDHA inh	Glioma ERSR ind	Vif-A3G inh
9	-21	-1	-1%	-8%
10	-30	2	-5%	-4%
11	-5	-3	-5%	0%
12	-10	2	-2%	0%
13	-2	-7	-3%	-4%
14	-5	4	-3%	0%
15	8	-10	-2%	-16%
16	17	7	4%	1%

(next part)
no.	structure	RXFP1 ag	D1 PAM	D1 ag	Vif-APOBEC3F blk	D2 PAM
17	CC(C)c1nc2cc(C(=O)N(C)Cc3ccc(F)cc3)ccc2o1	0.1%	-5	2	-5%	-4
18	COc1cccc(-c2csc(N3CCN(C(=S)Nc4cccc(Cl)c4)CC3)n2)c1	-1.6%	-6	3	-10%	-3
19	Cc1ccccc1CN1C(=O)c2ccccc2Sc2ccc(C(=O)O)cc21	-1.0%&1.2%	-4&-2	1&0	10%&1%	5
20	O=C1COc2ccc(-c3csc(NCCc4ccccc4)n3)cc2N1	3.4%	-1	-4	4%	7
21	COC(=O)C1=C(C)N(C)C(=S)NC1c1ccc(Cl)cc1 (stereo not given)	3.4%	-2	0	4%	23
22	O=C(NCCOc1ccccc1F)c1cc([N+](=O)[O-])ccc1N1CCOCC1	0.2%	1	1	-6%	0
23	CN(C(=O)C1CCCO1)c1nnc(-c2cnccn2)s1 (stereo not given)	2.4%	-4	4	7%	2
24	C[N+](C)(C)CCCCCCC(=O)/C=N/O	0.8%	-1	2	-1%	-3

no.	D1 antag	LDHA inh	Glioma ERSR ind	Vif-A3G inh
17	1	-3	3%	0%
18	-28	-7	1%	1%
19	18&6	-8&1	?	-1%&-23%
20	4	-9	3%	3%
21	-17	-1	-2%	-1%
22	3	1	-8%	?
23	8	-4	3%	-6%
24	4	-11	-3%	5%

(further entries)
no.	structure	RXFP1 ag	D1 PAM	D1 ag	Vif-APOBEC3F blk	D2 PAM
25	O=C(CCn1cncn1)N1CCN(S(=O)(=O)c2ccc(Cl)cc2)CC1	-0.9%	-6	0	-8%	.
26	Cc1nc(-c2cc(-c3ccc(Cl)cc3)no2)cs1	0.2%	-6	2	9%	-10
27	COC(=O)c1ccc(CN2C(=O)C(C)N(C(=O)c3c(F)cccc3F)c3ccccc32)cc1 (stereo not given)	-5.2%	-2	3	3%	11
28	Cc1ccc2cc3c(NC(=O)C(C)C)nn(C)c3nc2c1	1.1%	-3	0	-1%	7
29	O=S1(=O)C=C(SCc2ccccc2)Nc2ccccc21	0.0%	-3	17	3%	-1
30	CCn1nc(C)c(CN2CCN(Cc3cccc(OC)c3)C(CCO)C2)c1C (stereo not given)	-0.5%	-9	1	10%	13
31	Cc1ccc(C(=O)CC2SC(N)=NC2=O)cc1 (stereo not given)	1.0%	-2	7	-4%	11
32	NC1=NC(c2ccc([N+](=O)[O-])cc2)N(c2ccc(F)cc2)C(N)=N1 (stereo not given)	.	.	.	12%	.

no.	D1 antag	LDHA inh	Glioma ERSR ind	Vif-A3G inh
25	20	-4	-3%	-2%
26	5	-3	9%	0%
27	-6	-1	-1%	5%
28	9	-10	-3%	-3%
29	-10	-9	-1%	-9%
30	11	-1	-7%	0%
31	13	3	0%	1%
32	.	-6	-5%	3%

Entries shown so far with an aryl thioether with sulfur outside any ring, in the order listed:
no.	structure	RXFP1 ag	D1 PAM	D1 ag	Vif-APOBEC3F blk	D2 PAM
7	Cc1cccc([N+](=O)[O-])c1NC(=O)CSc1nnc2ccccn12	2.8%	-2	2	8%	5
12	Cc1cc(NC(=O)CSc2nnc(CNc3ccc(F)cc3)n2C2CCCCC2)no1	1.5%	-2	1	-2%	9

no.	D1 antag	LDHA inh	Glioma ERSR ind	Vif-A3G inh
7	-8	-1	2%	-1%
12	-10	2	-2%	0%

Additional compounds
no.	structure	RXFP1 ag	D1 PAM	D1 ag	Vif-APOBEC3F blk	D2 PAM
33	O=S(c1ccccc1)c1ccccc1	.	.	.	3%	.
34	COCCCNC(=O)c1ccc2c(=O)n(Cc3ccc(Cl)cc3)c(=S)[nH]c2c1	3.7%	-5	1	-1%	-9
35	O=C(Nc1ccccc1)c1cnc2ccccc2n1	1.3%	-4	0	-9%	10
36	O=C(NCc1ccccc1)C1=C[C@H](C2CCCCC2)C[C@H](OCCCCO)O1	.	.	.	-11%	.
37	Cc1cccc(C(C)C)c1NC(=O)Cn1c(=O)oc2cc(S(=O)(=O)N3CCCC3)ccc21	3.0%	-2	-1	.	15
38	COc1ccc(N2CC(C(=O)Nc3ccc(S(=O)(=O)N4CCCC4)cc3)CC2=O)cc1 (stereo not given)	3.6%	0	6	-8%	5
39	CC(=O)c1ccc(S(=O)(=O)N2CCN(CC(=O)Nc3ccnn3C3CCCC3)CC2)cc1	.	.	.	-3%	.
40	CS(=O)(=O)c1ccc(C(=O)OCC(=O)NNC(=O)COc2ccc(Cl)cc2)cc1	0.3%	4	7	10%	7

no.	D1 antag	LDHA inh	Glioma ERSR ind	Vif-A3G inh
33	.	-5	-1%	1%
34	-5	-3	0%	3%
35	-9	-3	0%	-1%
36	.	10	3%	-10%
37	1	-5	.	.
38	4	-10	-2%	-2%
39	.	-6	-4%	-6%
40	16	-5	0%	0%

(further entries)
no.	structure	RXFP1 ag	D1 PAM	D1 ag	Vif-APOBEC3F blk	D2 PAM
41	COc1cc2c(cc1OC)CN(C(=O)COc1ccccc1C#N)CC2	4.1%	-4	1	13%	.
42	CC(NCC(O)COc1ccc2ccccc2c1)c1ccccc1 (stereo not given)	-0.2%	1	42*	-3%	0
43	CCOC(=O)C[C@H]1c2ccc(C(F)(F)F)cc2S(=O)(=O)N1C(C)(C)C	.	.	.	6%	.
44	O=C(O)C(=Cc1cc2c(cc1[N+](=O)[O-])OCO2)c1cc2c(cc1Br)OCO2	.	.	.	-15%	.
45	CNC(=S)Nc1sc2c(c1C(=O)OC)CCC2	4.0%	0	1	12%	-3
46	CCCCCCCCS(=O)C1CS(=O)(=O)CC1O (stereo not given)	1.5%	-3	3	-2%	-3
47	Cc1cc(C)c(NC(=O)c2cc3sc(Cl)cc3n2C)c(C)c1	-0.1%	-4	1	-1%	2
48	CCC(=O)Nc1c(C#N)c2nc3ccccc3nc2n1-c1ccccc1C	4.0%	-6	-4	-9%	11
49	CC(C)(C)C(=O)Nc1nnc(SCC(=O)NC2CCCC2)s1	0.7%	-2	2	-8%	-10

no.	D1 antag	LDHA inh	Glioma ERSR ind	Vif-A3G inh
41	-1	1	3%	-9%
42	2	-9	-1%	-7%
43	.	-1	-3%&-3%	1%&1%
44	.	13	-3%	1%
45	27	-2	-5%	5%
46	-8	-8	-5%	2%
47	14	-3	-4%	-3%
48	16	-6	1%	2%
49	0	-7	-4%	2%
